Screening results as filed in PubChem BioAssay.
D1 PAM: Potentiators of Human D1 Dopamine Receptor: qHTS; hit rate 0.036% among 360,000; HEK293 TREx D1 cells, calcium flux, dopamine EC20 potentiation; potentiation, % at 10 µM; in the data active = potentiation above about 30%; also: 0% is about no effect
Target sequence (P21728 whole entry, looked up): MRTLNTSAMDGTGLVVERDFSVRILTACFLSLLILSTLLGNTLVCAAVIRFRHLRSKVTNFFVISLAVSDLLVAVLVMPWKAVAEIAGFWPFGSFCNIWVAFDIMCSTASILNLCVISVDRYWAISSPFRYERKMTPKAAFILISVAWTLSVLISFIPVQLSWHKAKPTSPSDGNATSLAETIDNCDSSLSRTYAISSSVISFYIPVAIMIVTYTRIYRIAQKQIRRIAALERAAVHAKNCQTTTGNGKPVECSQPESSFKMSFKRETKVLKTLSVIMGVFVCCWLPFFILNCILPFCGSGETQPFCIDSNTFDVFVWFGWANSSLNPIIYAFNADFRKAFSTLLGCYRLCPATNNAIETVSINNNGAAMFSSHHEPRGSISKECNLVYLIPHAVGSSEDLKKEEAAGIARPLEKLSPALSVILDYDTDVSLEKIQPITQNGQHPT
TRHR enhancer: qHTS for Small Molecule Agonists and Allosteric Enhancers of Human TRH Receptor: Primary Screen for Enhancers; Thyrotropin-releasing hormone receptor (Homo sapiens), P34981; TRHR cells, fluo-8 calcium fluorescence, EC20 TRH enhancement; enhancement, % at 2 µM; hit rate 0.66% among 360,000; AID 493056, 2011; in the data active = enhancement above about 30%; also: 0% is about no effect
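Enhancer read-out: after compound pinning and an initial kinetic agonist-mode read, an EC20 of TRH (10 nM final) was injected and fluo-8 calcium signal (Ex 480/Em 530) followed at 1 s/cycle for 100 cycles in TRHR-expressing cells.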
D2 antagonist: HTS Assay for Allosteric Antagonists of the Human D2 Dopamine Receptor: Primary Screen for Antagonists; hit rate 2% among 340,000; HEK293 TREx D2 cells, calcium flux, dopamine EC80; inhibition, % at 10 µM; in the data active = inhibition above about 30%; also: 0% is about no effect
Target sequence (P14416 whole entry, looked up): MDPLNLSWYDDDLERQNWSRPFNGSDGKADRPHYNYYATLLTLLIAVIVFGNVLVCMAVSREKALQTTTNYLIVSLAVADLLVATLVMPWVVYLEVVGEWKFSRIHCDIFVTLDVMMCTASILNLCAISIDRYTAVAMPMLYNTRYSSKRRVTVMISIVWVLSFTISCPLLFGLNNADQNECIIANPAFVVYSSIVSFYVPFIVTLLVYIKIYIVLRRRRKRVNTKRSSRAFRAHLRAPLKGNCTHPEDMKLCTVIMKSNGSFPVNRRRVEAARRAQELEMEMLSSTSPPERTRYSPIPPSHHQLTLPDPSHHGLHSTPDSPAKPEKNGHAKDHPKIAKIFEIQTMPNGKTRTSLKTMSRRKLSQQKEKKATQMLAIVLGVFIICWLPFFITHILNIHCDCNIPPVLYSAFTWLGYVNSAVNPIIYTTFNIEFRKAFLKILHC
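Read-out: kinetic calcium fluorescence (1 cycle/s) in inducible HEK293 T-REx D2 cells after an EC80 dopamine addition that followed 180 s compound preincubation. Loss of the dopamine response indicates antagonism.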
D2 PAM: HTS Assay for Positive Allosteric Modulators of the Human D2 Dopamine Receptor: Primary Screen for Potentiators; D(2) dopamine receptor (Homo sapiens), P14416; HEK293 T-REx D2, calcium flux, EC20 dopamine potentiation; hit rate 0.34% among 340,000; potentiation, % at 10 µM;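 active = potentiation over 3 SD above the plate norm, cut at about 30% in these data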; also: 0% is about no effect
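Calcium flux readout, no-wash dye, 1 read/s. Inducible HEK293 Trex D2 line, overnight 30 C. Compound alone 180 s (agonist flags), then EC20 dopamine, another 180 s to score potentiation.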
D2 agonist: HTS Assay for Allosteric Agonists of the Human D2 Dopamine Receptor: Primary Screen for Agonists | D(2) dopamine receptor (Homo sapiens), P14416 | hit rate 0.53% among 340,000 | HEK293 T-REx D2 cells, calcium flux agonist mode | AID 485358, 2010 | activation, % at 2 µM;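 active = activation over 3 SD above normal in the single-dose calcium agonist read, cut at about 30% in these data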; also: 0% is about no effect
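Agonism is scored from calcium flux in a force-coupled, inducible HEK293 cell line expressing D2, read kinetically for 180 s after compound addition against dopamine controls.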
D1 antag: Antagonist of Human D 1 Dopamine Receptor: qHTS | HEK293 TREx D1 cells, calcium flux, dopamine EC80; active compounds read low | AID 504652, 2011 | activity change, negative = inhibition, % at 10 µM | hit rate 3.2% among 360,000 | D(1A) dopamine receptor (Homo sapiens), P21728; in the data active = activity change below about -30%; also: % is scaled to controls: 0 for no effect and ±100 for the full control effect
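Cells carrying a force-coupled, tetracycline-inducible human D1 receptor report calcium flux. Each well gets a 10 s baseline, compound with 180 s monitoring, then an EC80 dopamine stimulus with a second 180 s kinetic read.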
TRHR agonist: qHTS for Small Molecule Agonists and Allosteric Enhancers of Human TRH Receptor: Primary Screen for Agonists; TRHR cells, calcium flux fluo-8, FDSS agonist mode; activation, % at 2 µM; hit rate 0.18% among 360,000; AID 493084, 2011; also: 0% is about no effect
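TRHR-expressing cells, plated overnight in medium with 10% serum, were loaded with fluo-8 calcium dye at room temperature. After a 10 s baseline, library compound was pin-added and calcium release was recorded kinetically (ex 480/em 530) as agonist response.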
RXFP1 antagonist: qHTS Assay for Antagonists of the Relaxin Receptor RXFP1; activity change, negative = inhibition, % at 57.5 µM; Relaxin receptor 1 (Homo sapiens), Q9HBX9; AID 1259400, 2018; hit rate 0.59% among 350,000; HEK293-RXFP1, relaxin-stimulated cAMP HTRF, 30 min; active compounds read low;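 active = activity change of -60% or lower, but not beyond a set lower limit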; also: % is scaled to controls: 0 for no effect and ±100 for the full control effect
D1 agonist: Allosteric Agonists of the Human D1 Dopamine Receptor: qHTS | D(1A) dopamine receptor (Homo sapiens), P21728 | hit rate 1% among 360,000 | AID 504660, 2011 | HEK293 T-REx D1 cells, calcium flux, agonist mode | activation, % at 2 µM; also: 0% is about no effect
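Agonism was scored from calcium flux recorded over 180 s (1 read/s) after pintool compound addition, following a 10-cycle baseline. Cells were inducible force-coupled HEK293 TREx D1, plated overnight at 30 C and loaded with no-wash calcium dye.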
* hit, by the source's call; . = no result given. Rule as the data show it, unless noted: active = activation above about 30%; inactive = the rest. No enrichment for hits; 7.3% or so of the library scored in one or more.

A first look, six compounds:
1	O=c1[nH]cnc2c1sc(=S)n2-c1ccccc1
2	CCN(CC(O)Cn1c2ccccc2c2ccccc21)S(=O)(=O)c1ccc(C)cc1 (stereo not drawn)
3	COc1ccc(NC(=O)NC2CCCc3ccccc32)cc1OC (stereo not drawn)
4	CC1CCN(C(=O)c2ccc(NS(=O)(=O)c3cccs3)cc2)CC1
5	O=C1c2ccccc2S(=O)(=O)N1CC1CC(c2ccc(Cl)cc2)=NO1 (stereo not drawn)
6	CC(=O)Nc1ccc2c(c1)nc(CN1CCCC1)n2C
compound no.	1	2	3	4	5	6
D1 PAM	-2	-4	-4	6	-3	-3
TRHR enhancer	1	-1	0	1	-1	-1
D2 antagonist	1	0	-1	-13	-4	10
D2 PAM	6	-5	-2	17	-4	-1
D2 agonist	-0.3	0.1	-0.9	-0.3	-2.0	-0.1
D1 antag	2	-4	-22	-1	-34*	0
TRHR agonist	-0.6	-0.1	1.8	0.4	-0.4	-1.0
RXFP1 antagonist	-6	-1	2	7	-9	4
D1 agonist	0	1	1	-2	7	3

The list itself, from the start:
1	O=c1[nH]cnc2c1sc(=S)n2-c1ccccc1
2	CCN(CC(O)Cn1c2ccccc2c2ccccc21)S(=O)(=O)c1ccc(C)cc1 (stereo not drawn)
3	COc1ccc(NC(=O)NC2CCCc3ccccc32)cc1OC (stereo not drawn)
4	CC1CCN(C(=O)c2ccc(NS(=O)(=O)c3cccs3)cc2)CC1
5	O=C1c2ccccc2S(=O)(=O)N1CC1CC(c2ccc(Cl)cc2)=NO1 (stereo not drawn)
6	CC(=O)Nc1ccc2c(c1)nc(CN1CCCC1)n2C
7	COc1ccccc1CNC(=O)c1cc2sccc2n1C
8	CCCN1CCN(C(=O)c2oc3ccccc3c2NC(=O)COc2ccc(OC)cc2)CC1
9	Cc1ccc(OCc2nc(-c3ccc(C(=O)N4CCN(c5ccc(Cl)cc5)CC4)cc3)oc2C)cc1
10	CC(C)CN(C(=O)c1nn(C)c(=O)c2ccccc12)c1nc2ccccc2s1
compound no.	1	2	3	4	5	6	7	8	9	10
D1 PAM	-2	-4	-4	6	-3	-3	-4	-8	-2	0
TRHR enhancer	1	-1	0	1	-1	-1	-4	0	7	6
D2 antagonist	1	0	-1	-13	-4	10	-2	-1	.	-30
D2 PAM	6	-5	-2	17	-4	-1	0	9	-19	1
D2 agonist	-0.3	0.1	-0.9	-0.3	-2.0	-0.1	-1.9	0.2	.	0.9
D1 antag	2	-4	-22	-1	-34*	0	-7	-6	7	.
TRHR agonist	-0.6	-0.1	1.8	0.4	-0.4	-1.0	-1.9	0.2	0.2	-0.1
RXFP1 antagonist	-6	-1	2	7	-9	4	20	0	-13	-4
D1 agonist	0	1	1	-2	7	3	0	1	1	2

11	CC1CCC(C(C)C)C(OC(=O)CSc2nc(N)cc(=O)[nH]2)C1 (stereo not drawn)
12	COC(=O)C1=C(O)CSC1=Nc1ccccc1
13	O=S(=O)(CCc1ccccc1)/N=C/c1cccs1
14	Cc1nnc(SCC(=O)Nc2ccc(N(C)C)cc2)n(N)c1=O
15	CSc1ccc(/C=C/C(=O)Nc2ccccc2)cc1
16	O=c1cc(N2CCOCC2)cnn1-c1ccccc1
17	O=S(=O)(c1cccc2nsnc12)N1CCN(c2ncccn2)CC1
18	COc1ccccc1CNC(=O)C1CCN(C2=NS(=O)(=O)C(c3ccc(C)c(C)c3)=C2C)CC1
19	O=S(=O)(Nc1ccc(N=Nc2ccc(O)c3ccccc23)cc1)c1ccccc1
20	Cc1nc(-c2c(C(=O)NNC(=O)Nc3c(C)cccc3C)noc2C)cs1
compound no.	11	12	13	14	15	16	17	18	19	20
D1 PAM	-5	1	-11	-2	-8	0	-2	-8	4	-3
TRHR enhancer	3	18	-4	-7	1	9	12	-8	-5	-1
D2 antagonist	.	7	14	-2	-4	17	-4	.	7	.
D2 PAM	4	24	-5	-9	-12	-8	14	4	4	5
D2 agonist	.	0.5	0.5	-0.6	-0.1	1.2	0.0	0.4	0.6	.
D1 antag	17	-3	2	13	-25	-10	0	2	7	11
TRHR agonist	-0.3	0.3	0.1	1.0	0.3	2.1	0.6	-0.4	0.4	-1.2
RXFP1 antagonist	-12	-10	-8	-29	-37	1	7	.	-34	16
D1 agonist	8	4	2	0	14	5	0	7	1	2

21	COc1c(Cl)cc(Cl)cc1C(=O)Nc1ccc(NC(C)=O)cc1
22	Cc1ccc(S(=O)(=O)Cc2csc(N)n2)cc1
23	COc1ccc(C(=O)NCCn2cc(SCC(=O)Nc3ccccc3)c3ccccc32)cc1OC
24	CCOC(=O)N1CCC(NC(=O)c2cc(C(=O)Nc3cccc(C(F)(F)F)c3)ccc2CO)CC1
25	Cc1ccc(NC(=O)CC2S/C(=N/N=C/c3c[nH]c4ccccc34)NC2=O)cc1 (stereo not drawn)
26	Cc1ccc(C2c3[nH]c4ccccc4c3CCN2C(=O)CSCc2ccc(F)cc2)cc1 (stereo not drawn)
27	Cc1nc2ccc(NC(=O)CCS(=O)(=O)c3ccc(Cl)cc3)cc2s1
28	N=c1c(C(=O)NCC2CCCO2)cc2c(=O)n3ccccc3nc2n1Cc1ccc(F)cc1 (stereo not drawn)
29	CCCCOc1ccccc1C1CC(=O)Nc2ccc3ccccc3c21 (stereo not drawn)
30	COc1ccc(-c2cc(C(F)(F)F)nc(SCCC(=O)Nc3ccc(F)cc3F)n2)cc1
compound no.	21	22	23	24	25	26	27	28	29	30
D1 PAM	1	0	-3	-6	0	0	-3	-2	2	-5
TRHR enhancer	-2	-1	-8	1	-2	4	-1	-13	1	28
D2 antagonist	6	1	.	-18	19	.	8	-8	.	.
D2 PAM	-9	4	14	-2	-4	-5	7	-15	2	7
D2 agonist	-0.2	-0.7	-0.4	0.1	0.7	0.9	-1.0	0.0	0.0	1.5
D1 antag	3	1	2	0	-11	-11	-36*	-15	20	-11
TRHR agonist	2.3	0.3	-0.9	-0.1	3.2	0.3	0.3	-1.6	0.0	3.8
RXFP1 antagonist	-8	-11	.	13	.	-31	-2	3	-30	.
D1 agonist	3	3	1	0	5	0	12	1	4	10

31	O=C(Oc1ccccc1)c1ccc(-n2cnnn2)cc1
32	Cc1cc(OCc2cc(C(=O)N(Cc3nccn3C)C(C)C)no2)cc(C)c1Cl
33	O=C(CN1CCN(c2ccccn2)CC1)Nc1ccc(Br)cc1
34	COc1ccc(CCNC(=O)CSc2nnc(-c3cccc(F)c3)o2)cc1OC
35	CCC(Sc1nc(C)cc(C)n1)C(=O)Nc1cc(C)on1 (stereo not drawn)
36	CCNC(=S)NCc1ccc(F)cc1
37	O=C(NCN1C(=O)C2C3C=CC(C3)C2C1=O)Nc1ccccn1 (stereo not drawn)
38	CC(C)Oc1ccc(/C(O)=C2/C(=O)C(=O)N(CCN3CCNCC3)C2c2cccc([N+](=O)[O-])c2)cc1 (stereo not drawn)
39	O=S(=O)(c1ccc(Cl)cc1)N1CCc2ccccc21
40	COc1ccc(-c2noc(C3CC(=O)N(c4cc(C)cc(C)c4)C3)n2)cc1 (stereo not drawn)
compound no.	31	32	33	34	35	36	37	38	39	40
D1 PAM	-5	-6	-10	1	2	-2	2	-4	-8	-5
TRHR enhancer	-1	-3	-2	0	3	-1	-5	2	-2	7
D2 antagonist	3	-6	16	-17	5	5	-18	1	1	.
D2 PAM	2	-2	-20	0	-10	7	7	11	11	-6
D2 agonist	-0.3	0.3	44*	0.2	0.3	-0.2	0.1	1.8	0.9	-0.5
D1 antag	-18	-5	-12	4	9	2	6	10	-22	6
TRHR agonist	-0.2	-0.6	0.5	0.7	-0.2	-0.7	-0.4	0.3	-1.8	0.7
RXFP1 antagonist	-5	0	-11	-7	0	11	-5	-12	0	-15
D1 agonist	8	17	4	0	1	6	3	-3	1	5

41	COc1cccc(NC(=O)N2CCCC2C(=O)NC2CCCC2)c1 (stereo not drawn)
42	CC(C)CCCC(C)NS(=O)(=O)Cc1ccccc1 (stereo not drawn)
43	COc1ccc(CCNC(=O)CCc2ccc(S(=O)(=O)NCC(C)C)cc2)cc1OC
44	Fc1ccccc1N1CCN(C2CCCN(Cc3ccccc3C(F)(F)F)C2)CC1 (stereo not drawn)
45	O=C(CCC1CCCC1)N1CCN(C(=O)c2cccnc2)CC1
46	CCC(CC)NC(=O)c1ccc(NS(=O)(=O)c2ccc3[nH]c(=O)[nH]c3c2)cc1
compound no.	41	42	43	44	45	46
D1 PAM	0	-8	2	-3	-5	11
TRHR enhancer	4	-5	14	4	5	-4
D2 antagonist	-7	-8	-3	.	-15	22
D2 PAM	-5	-1	-3	-9	2	11
D2 agonist	1.0	-0.3	-1.8	.	-0.9	0.8
D1 antag	5	-15	6	24	10	-8
TRHR agonist	-1.6	-0.9	-0.9	-0.1	1.7	0.1
RXFP1 antagonist	37	-7	-2	-15	-7	5
D1 agonist	1	28	2	8	0	6
